Source: PubChem
MCF10A rerep: A quantitative high throughput screen for small molecules that induce DNA re-replication in MCF 10a normal breast cells | MCF 10A DNA re-replication, Hoechst nuclear intensity, 48 h | Potency, µM (highest dose often 46.1 µM), for the others: top-dose activity, positive = re-replication, most hits filed as activators | 350,000 compounds, 2.9% hits; note: potency is the fitted concentration of half-maximal effect; % of control where 0% means no effect; nearly all actives have a fitted effect of over 50% in size
ATXN2 expr inh: Primary qHTS for Inhibitors of ATXN expression | HEK-293 ATXN2-luciferase reporter, luminescence, 24 h | 360,000 compounds, 0.72% hits | Potency, µM (doses to about 57 µM), without a hit: top-dose activity change, negative = inhibition, hits mostly inhibitors; note: potency is the fitted concentration of half-maximal effect; % is set by controls: 0 for no effect and ±100 for the full control effect; nearly all actives have a fitted effect of over 55% in size
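ATXN2-luciferase reporter cells (luciferase flanked by upstream and downstream ATXN2 gene portions) were treated 24 h at 37 °C with compounds at up to 57 uM. SteadyGlo luminescence gave expression; GF-AFC fluorescence gave viability.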
A549 tox: Nrf2 qHTS screen for inhibitors: counterscreen for cytotoxicity; A549 ARE-Fluc cells, CellTiter-Fluor viability, 18-24 h; Potency, µM (top dose mostly 46 µM), for the others: at the top dose activity change, negative = cytotoxicity, hits mostly inhibitors; 390,000 compounds, 0.16% hits; note: potency is the fitted concentration of half-maximal effect; % is set by controls: 0 for no effect and ±100 for the full control effect
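Cytotoxicity counterscreen: CellTiter-Fluor fluorescence was measured in A549 ARE_Fluc cells after 18-24 h of compound exposure in a concentration series. The subsequent BugLite luminescent read reports ARE-luciferase activity.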
Nrf2 block: Nrf2 qHTS screen for inhibitors; 360,000 compounds, 2.1% hits; AID 504444, 2011; A549 ARE-Fluc reporter, luciferase luminescence, 18-24 h; Potency, µM (doses to about 46 µM), for the others: top-dose activity change, negative = inhibition, most hits filed as inhibitors; note: potency is the fitted concentration of half-maximal effect; % is set by controls: 0 for no effect and ±100 for the full control effect; nearly all actives have a fitted effect of over 60% in size
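Nrf2 activity is the BugLite luminescence, read 15 min after reagent at room temperature, following CellTiter-Fluor cytotoxicity readout (30 min, 37C). Compound titrations were applied for 18-24 h to 5000 A549 ARE_Fluc cells/well in 5% FBS OPTI-MEM.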
IL-1B inflam inh: qHTS for Inhibitors of Inflammasome Signaling: IL-1-beta AlphaLISA Primary Screen | THP-1 LPS/ATP IL-1B secretion, AlphaLISA, 16 h; stronger effect = lower value | activity change, % at 57.5 µM | 360,000 compounds, 4.7% hits | AID 743279, 2014; in the data active = activity change below about -50%; inconclusive = mostly about -30% to -49%; note: % is set by controls: 0 for no effect and ±100 for the full control effect
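THP-1 cells pretreated 1 hr with compounds (up to 57.5 uM final), then stimulated with LPS (250 ng/mL final) plus ATP (1.25 mM final); secreted IL-1B measured by AlphaLISA after 16 hr, decreased signal indicating inhibition.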
S2 tox: Viability Counterscreen for Primary qHTS for Inhibitors of ATXN expression. S2 cells (HEK-293 line with an ATXN2-luciferase reporter) viability, CellTiter-Fluor protease fluorescence, 24 h. Potency, µM (titrated, usually from 56.7 µM), most hits filed as cytotoxic. 400,000 compounds, 0.49% hits; note: potency is the fitted concentration of half-maximal effect; nearly all actives have a fitted effect of over 40% in size
HepG2 viability: qHTS for Inhibitors of TGF-b: Cytotox Counterscreen | Potency, µM (top dose mostly 46.1 µM), inactives show at the top dose activity change, negative = cytotoxicity, usual class: cytotoxic | HepG2 CAGA-GFP viability, ATP luminescence, 18 h | 410,000 compounds, 0.76% hits; note: potency is the fitted concentration of half-maximal effect; some results filed as inactive show a strong effect at the top dose
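HepG2 CAGA-GFP cells (1000/well, DMEM with 1% FBS) received compound, then TGF-beta at 500 pg/mL final, and were incubated 18 hours at 37 degrees C. Viability was read by CellTiter-Glo luminescence. Media-only wells were set as complete cell-killing and DMSO as no toxicity.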
Nrf2 activator: qHTS of Nrf2 Activators; AREc32 ARE-luciferase reporter (MCF7-derived line), luminescence, 24 h; Potency, µM (top dose mostly 46.1 µM), for the others: top-dose activation, usual class: activators; 410,000 compounds, 0.31% hits; note: potency is the fitted concentration of half-maximal effect; % of control where 0% means no effect; nearly all actives have a fitted effect of over 65% in size
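Each well held 1000 AREc32 cells, which were incubated with compound for 24 hr at 37 deg C after overnight attachment, and ARE reporter activity was quantified by firefly luciferase luminescence.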
TGFb SMAD3 inh: qHTS for Inhibitors of TGF-b; HepG2 CAGA-GFP TGF-b/SMAD3 reporter, GFP fluorescence, 18 h; TGF-beta stimulated, 500 pg/mL final; Potency, µM (highest dose often 46.1 µM), inactives show at the top dose activity, negative = inhibition, hits mostly inhibitors; 410,000 compounds, 1.2% hits; AID 588855, 2011; note: potency is the fitted concentration of half-maximal effect; % is set by controls: 0 for no effect and ±100 for the full control effect; nearly all actives have a fitted effect of over 65% in size
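HEPG2 CAGA-GFP, 1000 cells/well; 2 h settle, 37 C; cpd via pin tool; TGF-b 500 pg/mL final; 18 h, 37 C; GFP imaging ex488/em500-530; %Activity normalised to -TGF-b and +DMSO controls; CRC fit, curve class.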
Numbers without * were called inactive; i = inactive; ? = inconclusive; / = no result given; [ ] = dose if it differs, or a comment. Unless noted, calls come from the whole dose curve; as a rule, active = well fitted curve in the direction sought with a large enough effect; inconclusive = small, poorly fitted or top-dose-only effect, or another doubt; inactive = no such curve, though single readings can be large; an effect the other way counts as inactive or inconclusive.

The first two compounds, ahead of the listing:
SMILES	A549 tox	Nrf2 activator	S2 tox	MCF10A rerep	ATXN2 expr inh	Nrf2 block	TGFb SMAD3 inh	HepG2 viability	IL-1B inflam inh
COc1ccc(-c2nc(CSCC(=O)N3CCc4ccccc4C3)c(C)o2)cc1OC	4.1%	11.6%	i	10.1%	-20.3%	-22.3%	-11.8%	-16.3%	?
CCOc1ccc(S(=O)(=O)Nc2ccccc2C(=O)NCc2ccco2)cc1	-9.1%	3.1%	i	-3.8%	-1.4%	-10.4%	-2.8%	-13.6%	11.4

The list itself, repeating the preview:
SMILES	A549 tox	Nrf2 activator	S2 tox	MCF10A rerep	ATXN2 expr inh	Nrf2 block	TGFb SMAD3 inh	HepG2 viability	IL-1B inflam inh
COc1ccc(-c2nc(CSCC(=O)N3CCc4ccccc4C3)c(C)o2)cc1OC	4.1%	11.6%	i	10.1%	-20.3%	-22.3%	-11.8%	-16.3%	?
CCOc1ccc(S(=O)(=O)Nc2ccccc2C(=O)NCc2ccco2)cc1	-9.1%	3.1%	i	-3.8%	-1.4%	-10.4%	-2.8%	-13.6%	11.4
CC1CC(C)CN(CC(=O)NNC(=O)COc2ccc(Cl)cc2)C1 (stereo unspecified)	-5.6%	-0.3%	i	2.5%	/	5.3%	-10.9%	0.8%	-8.1
O=C(OCn1nnc2ccccc2c1=O)C1=COCCO1	-6.4%	-0.3%	i	0.0%	12.0%	5.5%	6.7%	9.0%	-5.3
COc1ccc(NC(=O)C2CCCN2C(=O)OC(C)(C)C)cc1 (stereo unspecified)	-9.5%	0.1%[9.22 µM]	?	-8.7%	3.5%	-7.3%	14.7%	1.3%	11.1
O=S(=O)(c1cccc(F)c1)N1CCCN(c2ccc(C(F)(F)F)cn2)CC1	1.0%	-0.9%	i	1.3%	-29.4%	?	-27.6%	-20.0%	?
CCOC(=O)c1cc2ccccc2n1CCN(CC)CC	-5.1%	0.2%	i	-0.3%	-10.0%	/	-12.2%	-14.7%	4.2
N#CCSc1nccc(-c2cc(Cl)sc2Cl)n1	1.0%	7.94µM*	i	?	13.9%	-17.3%	2.9%	-15.7%	-5.9
CCOC(=O)c1c(-c2ccc(OC)c(OC)c2)csc1NC(=O)c1ccc(C)cc1	-2.7%	0.0%	i	/	1.7%	-1.4%	1.7%	-8.8%	/
COCCNC(=S)N1CCN(c2nc(-c3ccccc3)cs2)CC1	0.0%	3.0%	i	1.4%	-36.9%	-12.5%	?	-13.1%	-10.8
O=C(Cn1nc2n(c1=O)-c1ccccc1SC2)N/N=C/c1ccncc1	-2.6%	1.0%	i	?	-10.3%	-10.5%	-3.0%	5.5%	-11.0
Cc1ccc(-n2nnnc2-c2cnc(-c3cccnc3)nc2C(F)(F)F)cc1	-24.9%	0.4%	i	5.8%	-28.2%	?	-8.0%	-20.2%	-4.5
COC(=O)c1cc(S(=O)(=O)NCC2CCN(Cc3cc(C)ccc3C)CC2)cn1C	-4.8%	0.2%	/	1.5%	/	7.5%	-3.4%	-49.3%	-25.4
CCN(CC(=O)Nc1ccc(NC(C)=O)cc1)C(=O)C1(c2ccccc2)CC1	11.7%	-0.8%	?	-2.0%	-0.9%	-4.4%	?	3.7%	-5.8
CCCCN(C)C(=O)c1sc2ncn(CC)c(=O)c2c1C	-4.0%	0.8%	i	7.5%	1.6%	-5.2%	7.7%	4.2%	-5.9
CCOC(=O)c1ccccc1NC(=O)c1sc2ncn(CC)c(=O)c2c1C	-3.1%	4.1%	i	/	9.4%	8.5%	-28.7%	-22.2%	/
O=C(CSc1nc2ccccc2c(=O)n1Cc1ccco1)NCCN1C(=O)CSC1=O	2.5%	-0.8%	i	-2.9%	-14.2%	-3.7%	15.4%	26.8%	-9.5
Cc1ccc(S(=O)(=O)N2CCOCC2)cc1NC(=O)Cn1c(=O)ccn(Cc2ccccc2)c1=O	6.5%	-0.5%	i	-4.0%	9.9%	-4.0%	?	-0.6%	-3.3
OCC[C@H]1C[C@@H](O)[C@H](O)[C@]2(CCCO2)O1	5.6%	-0.5%	i	-5.4%	2.8%	4.1%	3.6%	2.5%	-3.1
O=C(c1ccccc1Br)N1CCn2c1nc1ccccc12	-2.3%	-1.3%	i	3.66µM*	-17.7%	-3.9%	-0.7%	-1.4%	-4.8
COc1ccc(-c2cc3c(=O)n(CC(=O)NCCCc4ccccc4)ncn3n2)cc1	-9.6%	0.8%	?	-5.9%	-20.4%	1.0%	-12.6%	-28.9%	-2.1
COC(=O)c1cc(OCC(=O)Nc2ccc3c(c2)CCC3)cc(C(=O)OC)c1	4.8%	0.3%	i	2.6%	-8.7%	0.5%	-2.2%	4.0%	22.0
CC(=O)N(C(C)=O)c1nc2nc(C)cc(C)n2n1	1.0%	0.3%	i	0.8%	5.5%	7.3%	-1.3%	-11.6%	29.2
COc1ccc(N2CCN(S(=O)(=O)c3cc4c5c(c3)C(C)C(=O)N5CCC4)CC2)cc1 (stereo unspecified)	3.3%	2.6%	i	0.2%	-9.7%	-10.5%	?	-1.0%	13.7
COc1ccccc1-n1c(CNC(=O)COc2ccccc2)n[nH]c1=S	-3.0%	0.3%	i	-1.4%	1.9%	-5.0%	-0.4%	8.8%	27.8
CC(=NCCCNC1CCCCC1)C1=C(O)CC(C)(C)CC1=O	-8.9%	-0.4%	i	2.2%	-1.5%	5.1%	20.0%	-22.4%	-15.3
O=C(NCc1ccccc1C(F)(F)F)C1CC(c2cccc(F)c2)=NO1 (stereo unspecified)	0.8%	0.9%	i	-0.6%	3.3%	-27.8%	1.6%	-8.4%	-11.1
COc1ccc(NC(=O)c2oc3ccccc3c2CSC)cc1S(=O)(=O)N1CCOCC1	-4.2%	-0.2%	i	-49.1%[inhibitor]	-5.8%	-2.6%	-0.4%	1.0%	-4.3
CCc1c(-c2ccccc2)nc2sc3c(c2c1N)CCCC3	-16.4%	6.8%	i	-3.0%	?	-20.9%	-30.0%	-3.8%	-83.5*
C=CCN(c1ccccc1OC)S(=O)(=O)c1cccc(C(=O)NCc2cccs2)c1	-14.2%	2.6%	i	-1.0%	-5.1%	?	-32.1%	0.7%	-13.7
COc1cc2nc(CN(C)Cc3ccc(Cl)cc3)[nH]c(=O)c2cc1OC	-5.7%	-0.9%	?	-31.5%[inhibitor]	?	17.8%	-7.2%	-16.3%	41.6
COc1ccc(CCNC(=O)C(=O)NCC(c2cccnc2)N2CCN(c3ccccc3)CC2)cc1 (stereo unspecified)	2.7%	0.3%	?	/	?	12.2%	-20.8%	-2.8%	/
O/N=C/c1ccccc1OCc1ccccc1Cl	-2.9%	2.0%	i	0.6%	-5.7%	3.8%	-6.4%	-40.6%	-27.3
Cc1ccc(NC(=O)C(C)N2CCN(C)CC2)cc1S(=O)(=O)N1CCOCC1 (stereo unspecified)	1.8%	0.4%	i	0.5%	-0.7%	1.1%	-19.2%	-9.5%	6.5
Cc1cc(C)cc(C(=O)NC(CC(N)=O)c2ccc(N3CCC(Br)CC3)c([N+](=O)[O-])c2)c1 (stereo unspecified)	1.9%	2.1%	i	-24.5%	-15.4%	?	?	4.0%	0.8
CS(=O)(=O)N(CC(=O)Nc1cccnc1)c1ccc2c(c1)OCO2	4.4%	0.3%	i	2.5%	6.6%	/	-2.7%	-6.6%	-8.9
CCOc1cccc(OCCOCCN(C)C)c1	-0.1%	2.5%	i	1.6%	-3.7%	-5.5%	-24.2%	-14.0%	0.0
COc1ccc(N2CCN(C3CCCN(C(=O)CN4CCCCC4=O)C3)CC2)cc1 (stereo unspecified)	-7.5%	-0.3%	i	29.4%	2.5%	6.7%	-0.6%	7.4%	17.6
CCCN1CCN(C(=O)CN2C(=O)CC(C)(C)S(=O)(=O)c3ccccc32)CC1	-2.9%	-0.5%	i	0.5%	8.6%	-0.2%	0.8%	7.2%	-4.0
CCOC(=O)C1=C(c2ccccc2)Nc2ncnn2C1c1cccc(OC)c1OC (stereo unspecified)	-14.9%	0.0%	?	-0.6%	5.4%	/	-10.0%	-3.3%	12.1
O=C(COC(=O)c1ccc(F)cc1F)Nc1cccc(S(=O)(=O)N2CCOCC2)c1	0.5%	-0.2%	i	5.3%	4.8%	1.0%	0.0%	7.5%	-7.7
O=C(O)c1cccc(N2C(=O)c3ccc(C(=O)c4cccc([N+](=O)[O-])c4)cc3C2=O)c1	-2.2%	0.0%	i	1.8%	2.6%	-28.5%	-1.6%	-17.4%	-10.9
COc1ccc(C2SCC(=O)N2CCCN(C)C)cc1 (stereo unspecified)	-0.4%	-0.8%	i	-9.1%	2.3%	2.5%	0.0%	-0.2%	3.9
CC(=O)Nc1cccc2c1C(=O)N(c1ccc(OC(C)=O)cc1)C2=O	0.1%	-0.4%	i	-2.3%	-6.3%	0.3%	10.0%	5.0%	17.3
CC(CO)N1CCS(=O)(=O)CC1 (stereo unspecified)	-7.6%	-0.8%	i	-2.6%	1.4%	4.9%	-2.7%	-3.0%	19.8
CC(C)N(CCNC(=O)c1ccc(OCC2CCCO2)cc1)C(C)C (stereo unspecified)	2.0%	-1.0%	i	-17.9%	0.4%	-9.5%	4.4%	-13.2%	-5.4
CCOC(=O)CC(=O)CSc1ncnc2c1nnn2-c1ccc(OC)cc1	0.8%	0.3%	i	2.1%	-5.1%	-20.1%	-5.4%	1.6%	-10.2
OC1(C#CCN2CCCC2)CCCCC1	4.1%	-0.5%	i	10.3%	/	4.5%	20.3%	-1.1%	1.4

This is a random part of the collection; about 8.8% have a hit in one of these screens.
